BH1578 lux ind: inducers of Vibrio cholerae quorum light production without autoinducers, primary screen, BH1578 luxS cqsA deficient, single point; V. cholerae BH1578 lux reporter, luminescence, 6 h; activation, % at 18.7 µM; 350,000 compounds, 0.16% hits; in the data active means activation mostly above about 9.7%, no sharp cut-off; further: not every result past the cut was called active; inactives centre near 0; reference of the scale not given here
PfHsp40 rescue: rescue of yeast from PfHsp40 toxicity, primary screen, S. cerevisiae, ATP luminescence. S. cerevisiae expressing PfHsp40, growth rescue. growth rescue, % at 12.5 µM. 340,000 compounds, 0.68% hits. AID 504582, 2011; in the data active means growth rescue above about 28%, passing the limit was not always enough;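 further: yeast W303a lacking pdr1 and pdr3 grown in galactose medium; growth measured after three days at 30 °C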
FadD28 FP inh: inhibitors of FadD28 bisubstrate probe binding, primary screen, biochemical, fluorescence polarization, single point. inhibition, % at 12.5 µM. 360,000 compounds, 0.22% hits. AID 588549, 2011. Mycobacterium tuberculosis FadD28 fatty-acid-AMP ligase; in the data active means inhibition above about 8.5%, passing the limit was not always enough
TcdB inh: TcdB glycohydrolase inhibitors, primary screen, biochemical, single point, plate reader | Toxin B (Clostridioides difficile), P18177 | inhibition, % at 9.99 µM | AID 652162, 2013 | 350,000 compounds, 0.24% hits | TcdB glycohydrolase enzymatic assay; in the data active means inhibition above about 10%
Target sequence (P18177 whole entry, looked up): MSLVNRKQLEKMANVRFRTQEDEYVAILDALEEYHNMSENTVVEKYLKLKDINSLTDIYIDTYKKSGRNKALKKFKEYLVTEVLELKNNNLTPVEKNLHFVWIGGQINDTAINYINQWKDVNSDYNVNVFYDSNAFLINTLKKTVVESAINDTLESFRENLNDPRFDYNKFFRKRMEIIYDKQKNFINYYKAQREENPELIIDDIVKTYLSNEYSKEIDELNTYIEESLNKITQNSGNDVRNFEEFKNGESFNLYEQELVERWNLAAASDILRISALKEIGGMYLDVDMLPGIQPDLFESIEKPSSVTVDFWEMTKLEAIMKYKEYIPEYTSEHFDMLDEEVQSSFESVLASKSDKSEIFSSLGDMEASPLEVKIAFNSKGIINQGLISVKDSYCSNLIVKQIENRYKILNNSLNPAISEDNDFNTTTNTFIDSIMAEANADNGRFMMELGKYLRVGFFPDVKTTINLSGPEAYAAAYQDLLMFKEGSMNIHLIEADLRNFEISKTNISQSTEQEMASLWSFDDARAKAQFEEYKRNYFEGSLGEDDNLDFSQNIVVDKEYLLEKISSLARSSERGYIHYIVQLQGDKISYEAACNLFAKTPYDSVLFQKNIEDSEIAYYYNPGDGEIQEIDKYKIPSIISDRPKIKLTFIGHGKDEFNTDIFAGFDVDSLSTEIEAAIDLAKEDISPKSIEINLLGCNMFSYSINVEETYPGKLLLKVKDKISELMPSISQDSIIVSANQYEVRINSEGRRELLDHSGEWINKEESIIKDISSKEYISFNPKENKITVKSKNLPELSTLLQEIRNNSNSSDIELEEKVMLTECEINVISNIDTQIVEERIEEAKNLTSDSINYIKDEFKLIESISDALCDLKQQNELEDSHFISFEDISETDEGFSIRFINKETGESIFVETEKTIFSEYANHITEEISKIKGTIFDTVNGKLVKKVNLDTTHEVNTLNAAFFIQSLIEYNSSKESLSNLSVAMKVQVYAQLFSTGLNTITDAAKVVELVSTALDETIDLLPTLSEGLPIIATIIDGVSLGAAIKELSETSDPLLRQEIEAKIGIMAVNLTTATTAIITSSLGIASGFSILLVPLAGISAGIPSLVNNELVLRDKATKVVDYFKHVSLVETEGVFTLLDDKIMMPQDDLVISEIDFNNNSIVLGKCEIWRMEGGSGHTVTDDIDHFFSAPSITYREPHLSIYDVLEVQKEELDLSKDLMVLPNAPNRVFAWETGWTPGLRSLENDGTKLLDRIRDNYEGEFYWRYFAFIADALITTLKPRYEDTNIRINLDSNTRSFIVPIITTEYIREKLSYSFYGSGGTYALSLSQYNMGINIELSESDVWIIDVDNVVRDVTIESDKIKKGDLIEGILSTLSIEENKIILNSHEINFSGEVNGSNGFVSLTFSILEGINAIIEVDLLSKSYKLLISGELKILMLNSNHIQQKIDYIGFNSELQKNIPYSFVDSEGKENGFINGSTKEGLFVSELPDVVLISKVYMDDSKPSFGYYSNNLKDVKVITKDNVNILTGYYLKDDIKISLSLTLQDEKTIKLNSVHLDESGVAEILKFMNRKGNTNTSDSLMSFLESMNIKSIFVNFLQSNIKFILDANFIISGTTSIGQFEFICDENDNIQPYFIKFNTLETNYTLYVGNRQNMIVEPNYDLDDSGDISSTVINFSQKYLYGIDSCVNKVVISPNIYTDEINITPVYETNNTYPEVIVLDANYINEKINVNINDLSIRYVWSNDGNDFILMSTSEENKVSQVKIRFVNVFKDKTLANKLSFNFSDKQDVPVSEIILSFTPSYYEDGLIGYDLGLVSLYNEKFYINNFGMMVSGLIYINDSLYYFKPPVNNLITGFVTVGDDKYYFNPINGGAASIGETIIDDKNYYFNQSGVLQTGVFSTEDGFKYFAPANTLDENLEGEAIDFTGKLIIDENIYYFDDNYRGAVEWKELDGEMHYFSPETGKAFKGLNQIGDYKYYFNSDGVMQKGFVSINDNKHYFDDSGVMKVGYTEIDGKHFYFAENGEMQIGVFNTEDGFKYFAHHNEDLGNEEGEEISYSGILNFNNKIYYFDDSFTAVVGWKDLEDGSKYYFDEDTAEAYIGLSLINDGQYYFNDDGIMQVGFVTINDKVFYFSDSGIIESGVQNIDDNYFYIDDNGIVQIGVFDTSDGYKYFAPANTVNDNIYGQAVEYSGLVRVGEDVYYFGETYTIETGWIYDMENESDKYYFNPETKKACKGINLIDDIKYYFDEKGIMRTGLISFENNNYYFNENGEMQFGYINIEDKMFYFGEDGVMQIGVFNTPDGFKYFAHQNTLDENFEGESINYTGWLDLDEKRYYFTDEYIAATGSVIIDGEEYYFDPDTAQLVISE
UGM FP inh: M. tuberculosis UGM enzyme inhibitors, primary screen, biochemical, fluorescence polarization, single point; UDP-galactopyranose mutase (Mycobacterium tuberculosis (strain ATCC 25618 / H37Rv)), …; inhibition, % at 10 µM; 320,000 compounds, 0.06% hits; purified UGM, fluorescence polarization probe displacement; in the data active means inhibition above about 10%, passing the limit was not always enough
BioA inh: M. tuberculosis BioA enzyme inhibitors, primary screen, biochemical, plate reader, single point, HTS; purified M. tuberculosis BioA enzyme; inhibition, % at 9.99 µM; 360,000 compounds, 0.096% hits; in the data active means inhibition above about 40%
FBA Mtb inh: Mtb FBA enzyme inhibitors, primary screen, biochemical, fluorescence, strain H37Rv; Fructose-bisphosphate aldolase (Mycobacterium tuberculosis (strain ATCC 25618 / H37Rv)), …; 360,000 compounds, 2.3% hits; purified M. tuberculosis FBA, fluorescence read-out; inhibition, % at 1 µM; in the data active means inhibition above about 27%;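 further: 0% = vehicle and 100% = reference inhibitor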
GDH-TPI inh: GDH-TPI coupling enzyme inhibitors, primary screen, artefact control for M. tuberculosis FBA inhibitor project, biochemical, absorbance, full deck; GDH-TPI coupled enzyme counterscreen, NADH absorbance; 360,000 compounds, 1.2% hits; inhibition, % at 4.8 µM; AID 588335, 2011; in the data active means inhibition above about 30%;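 further: 0% = DMSO wells and 100% = wells lacking the enzyme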
Yp Topo-I inh: Yersinia pestis topoisomerase I inhibitors, primary screen, biochemical, cleavage product accumulation, plate reader, single point. DNA topoisomerase I (Yersinia pestis CO92). activity, % at 10 µM. Y. pestis Topo-I cleavage product accumulation. AID 504884, 2011. 360,000 compounds, 0.064% hits; in the data active means activity above about 50%, passing the limit was not always enough; further: inactives centre near 2
An asterisk follows results filed as active; i = inactive; . = no result given.

SMILES	BH1578 lux ind	PfHsp40 rescue	FadD28 FP inh	TcdB inh	UGM FP inh	BioA inh	FBA Mtb inh	GDH-TPI inh	Yp Topo-I inh
CCCC1OC(c2ccco2)OCC1CC (stereo unspecified)	i	0.7	-1.6	0.8	.	-1.1	0	4	0
COc1ccc(NC(=O)/C(C#N)=C/c2ccc3c(c2)n(C)c(=O)n3C)cc1	0.4	-1.4	-1.2	.	0.8	-2.4	5	12	1
S=C(Nc1ccccc1)N1CCN(C/C=C/c2ccccc2)CC1	-1.6	-1.1	-2.0	1.7	1.4	.	0	9	-7
CC(=O)N1c2ccccc2-c2nc3ccccc3n2C1C (stereo unspecified)	0.6	-0.4	-3.3	1.4	-1.0	0.9	1	11	4
Cc1cccc(Cn2c(SCC(=O)Nc3ccccc3)nc3c2c(=O)[nH]c(=O)n3C)c1	-0.3	0.5	-4.4	0.9	-2.0	0.1	1	-5	12
O=C(Nc1ccccc1)N1CCCC(c2nc(-c3ccc(F)cc3)no2)C1 (stereo unspecified)	-7.1	0.7	-4.3	.	-0.3	1.2	-8	7	14
COc1cc(NC(=O)c2cccc(F)c2)cc(OC)c1OC	-0.2	-0.2	-0.2	-0.1	3.4	.	2	10	7
O=C(CN1C(=O)S/C(=C\c2cc(Cl)c(O)c(Cl)c2)C1=O)Nc1ccccc1	-0.3	-0.2	76*	2.1	-0.5	0.4	-3	13	-17
Cc1c(C(=O)N2CCc3ccccc3C2)sc2nc(-c3ccccc3)cn12	-1.7	1.9	-1.0	.	1.4	6.6	4	7	17
C=CCn1c2[n+](c3ccccc3c1=O)CCCCC2	i	-2.3	0.0	-0.8	-0.9	.	2	-2	1
Cc1ccc(CNC(=O)CCC2CCCN(C(=O)CCC(F)(F)F)C2)o1 (stereo unspecified)	-0.2	-0.1	-4.2	1.0	0.2	-1.5	1	-4	7
O=C(C1CCCO1)N1CCN(S(=O)(=O)c2ccc(Cl)cc2)CC1 (stereo unspecified)	i	0.5	-5.5	0.8	2.1	-1.3	0	0	6
COc1ccc(C(=O)NNC(=O)CCc2ccccc2OC)cc1	-0.3	1.1	-2.8	1.1	2.0	2.6	-9	4	-6
CSCCC(NC(=O)/C(=C\c1ccco1)NC(=O)c1ccco1)C(=O)O (stereo unspecified)	0.8	0.1	-2.9	-1.5	2.3	-3.0	1	19	-9
CC1(Cc2cccc(C(F)(F)F)c2)C(=O)Nc2c(Cl)cccc21 (stereo unspecified)	-0.8	.	-0.7	1.7	.	0.0	6	5	-4

An excerpt from above in order of count of non-hydrogen atoms, ascending:
SMILES	BH1578 lux ind	PfHsp40 rescue	FadD28 FP inh	TcdB inh	UGM FP inh	BioA inh	FBA Mtb inh	GDH-TPI inh	Yp Topo-I inh
COc1cc(NC(=O)c2cccc(F)c2)cc(OC)c1OC	-0.2	-0.2	-0.2	-0.1	3.4	.	2	10	7
CC1(Cc2cccc(C(F)(F)F)c2)C(=O)Nc2c(Cl)cccc21 (stereo unspecified)	-0.8	.	-0.7	1.7	.	0.0	6	5	-4
Cc1ccc(CNC(=O)CCC2CCCN(C(=O)CCC(F)(F)F)C2)o1 (stereo unspecified)	-0.2	-0.1	-4.2	1.0	0.2	-1.5	1	-4	7
Cc1c(C(=O)N2CCc3ccccc3C2)sc2nc(-c3ccccc3)cn12	-1.7	1.9	-1.0	.	1.4	6.6	4	7	17

New compounds follow.
SMILES	BH1578 lux ind	PfHsp40 rescue	FadD28 FP inh	TcdB inh	UGM FP inh	BioA inh	FBA Mtb inh	GDH-TPI inh	Yp Topo-I inh
CC(=O)Nc1cccc(C(=O)OCC(=O)NCc2ccc(F)cc2)c1	-0.5	-1.2	0.1	1.2	-0.4	-0.9	-3	0	-3
CCOc1cc(-c2nc3cc(C)ccn3c2NCC2CCCO2)ccc1O (stereo unspecified)	-0.3	-1.1	1.2	.	1.1	0.0	9	21	6
CN1c2ccc([N+](=O)[O-])cc2N(C)C1(C)c1ccccc1 (stereo unspecified)	-0.3	-0.5	0.5	1.2	-0.4	-0.2	-7	0	-1
Cc1ccc(-n2nnnc2SC(C)C(=O)NCC(=O)Nc2ccc(F)c(F)c2F)c(C)c1 (stereo unspecified)	-0.3	1.6	-6.0	.	-0.2	.	0	10	12
COc1cccc2[nH]c(C(=O)NC(C)c3ccccc3)cc12 (stereo unspecified)	-0.7	2.2	-3.4	0.5	-0.2	1.2	50*	-6	-14
O=C(/C=C/c1ccccc1)NC(=S)NNC(=O)Cc1cccs1	-1.4	1.4	-1.8	.	2.1	-2.6	5	7	1
COCCNc1oc(Cc2cccc3ccccc23)nc1C#N	-0.5	-0.2	-0.7	2.4	-2.6	1.2	0	2	2
CC(C)(C)c1ccc(CC(=O)N2CCC2(C)C(=O)NS(=O)(=O)c2ccccc2)cc1 (stereo unspecified)	1.2	.	-1.2	-1.7	.	-0.9	-1	3	0
CC(C)N(Cc1ccccc1)C(=O)COC(=O)c1ccc2ncsc2c1	-3.1	-0.7	.	0.3	-1.1	3.3	-1	0	24
CN1CCC(N(C)C(=O)c2cc(S(=O)(=O)N(C)c3ccccc3)ccc2Cl)CC1	-0.2	1.5	3.4	-2.0	3.6	-0.3	1	-12	-1
Cc1ccc(S(=O)(=O)N2CCC(C(=O)N3CC(C)OC(C)C3)CC2)cc1 (stereo unspecified)	i	0.2	-2.7	0.2	2.0	-1.0	0	7	-5
COc1ccc(/C=N/NC(=S)NC2CCS(=O)(=O)C2)cc1OC (stereo unspecified)	i	-0.6	0.9	.	1.5	0.6	-3	41*	8
NC(=O)c1ccsc1NC(=O)c1coc2ccccc2c1=O	i	1.1	-1.6	0.8	-3.0	.	0	14	15
CCN1CCC(O)(C(C(=O)OC)c2ccccc2)CC1 (stereo unspecified)	i	-0.1	-1.7	-0.7	.	3.0	-1	1	-1
COc1cccc(/C=C/c2nc3c(cnn3-c3ccccc3)c(=O)[nH]2)c1	3.2	0.7	-2.1	1.6	0.2	.	0	8	12
COC(=O)c1cccc(NC(=O)c2cnccn2)c1	i	-1.4	-0.6	-1.0	-3.3	3.8	1	7	5
COc1ccc2c(c1)N(C(=O)CN1C(=O)C3CCCCC3C1=O)C(C)(C)C=C2C (stereo unspecified)	0.4	-0.2	-1.9	.	0.7	-1.6	3	5	26
O=C(Nc1ccc(S(=O)(=O)N2CCCC2)cc1)c1cccc(OC(F)F)c1	i	1.1	-2.4	0.5	1.7	1.8	3	7	7
COc1ccc2c(c1)CCCO[C@]21O[C@H](CCO)C[C@H](O)[C@H]1O	-2.3	.	1.0	0.9	.	-0.1	-2	6	5
CCOC(=O)c1nc(-c2ccc(OC)c(OC)c2)cnc1C#N	-0.3	0.0	-3.8	0.6	1.4	-1.3	-1	20	3
Cc1cccc(OCc2nnc(NC(=O)c3cccs3)s2)c1	-0.1	1.0	0.6	.	-1.0	-1.2	1	6	-8
Cc1ccc(NC(=O)CSCc2cc(=O)n3ccsc3n2)c(C)c1	-0.2	0.0	-0.8	1.4	1.0	-0.4	1	3	-6
O=C(NC1CCCC1)c1ccc(Br)c(S(=O)(=O)N2CCCCC2)c1	-0.2	-1.4	-1.7	-0.6	4.2	-1.5	2	8	1
Cc1nc([N+](=O)[O-])c(C(=O)OCc2ccccc2F)n1C	-0.2	-0.9	-1.3	-1.5	-0.7	.	-4	9	2
COc1ccc(/C=C/C(=O)NC2=NCCS2)cc1OC	-2.9	0.2	-2.2	0.3	-0.5	.	25	21	4
COc1ccc(-c2n[nH]c(=S)n2-c2cc(OC)ccc2OC)cc1	-0.5	-0.9	-1.0	-1.7	2.1	-1.0	1	0	-3
C[C@H](NC(=O)c1ccc(C(C)(C)C)cc1)C(=O)N1CCC2(CC1)NCCc1[nH]cnc12	-0.4	0.1	0.3	0.0	-0.7	-0.9	0	1	5
COc1ccc(C)cc1S(=O)(=O)N(C)CC(=O)N1CCCCC1	1.9	-1.9	-4.3	0.5	-0.2	-0.6	-3	0	-10
Cc1c(NS(=O)(=O)c2ccc(Cl)c(C(=O)OC(C)C(=O)NCc3ccco3)c2)c(=O)n(-c2ccccc2)n1C (stereo unspecified)	-0.2	-0.9	-1.1	-0.4	1.9	2.5	-1	5	7
CC1(c2ccccc2Cl)NC(=O)N(CC(=O)NCc2ccco2)C1=O (stereo unspecified)	i	-1.0	0.0	-0.1	-2.3	.	-2	2	-1

A second format for some results above:
Below each compound – BH1578 lux ind | PfHsp40 rescue | FadD28 FP inh | TcdB inh | UGM FP inh | BioA inh | FBA Mtb inh | GDH-TPI inh | Yp Topo-I inh
Cc1cccc(Cn2c(SCC(=O)Nc3ccccc3)nc3c2c(=O)[nH]c(=O)n3C)c1
    -0.3 | 0.5 | -4.4 | 0.9 | -2.0 | 0.1 | 1 | -5 | 12
COc1ccc(C(=O)NNC(=O)CCc2ccccc2OC)cc1
    -0.3 | 1.1 | -2.8 | 1.1 | 2.0 | 2.6 | -9 | 4 | -6

More compounds follow:
SMILES	BH1578 lux ind	PfHsp40 rescue	FadD28 FP inh	TcdB inh	UGM FP inh	BioA inh	FBA Mtb inh	GDH-TPI inh	Yp Topo-I inh
CCn1ccnc1CN1CCN(CC(C)C)C(CCO)C1 (stereo unspecified)	i	1.4	0.8	0.5	0.0	.	1	-4	-1
CCOC(=O)C(=O)N(C)c1c(CC)nc2c(OCc3ccccc3C)cccn12	i	.	-4.7	-0.3	.	3.2	-1	9	25
CC(C)(C)c1nnc2sc(SCC(=O)c3cccs3)nn2c1=O	0.5	1.0	-3.0	.	-0.9	-0.9	1	17	8
CCOC(=O)N1CCN(C(=O)COc2cccc3c2CCN(Cc2ccccc2C)C3=O)CC1	-0.2	0.3	-0.7	.	-0.7	.	-4	5	20
FC(F)(F)c1ccccc1-c1ccc2nncn2c1	-0.4	.	-0.1	4.2	.	0.6	0	1	14
Cc1ccc(NC(=O)c2cnn(-c3ccccc3)c2NC(=O)c2ccco2)cc1	i	-0.3	-0.9	.	-2.4	0.2	181*	11	4
CCc1ccccc1N(CC(=O)N1CCCC1)S(C)(=O)=O	i	0.2	0.4	1.9	1.9	1.1	0	11	-4
Nc1cc(=O)[nH]c(SCC(=O)N2CCCCC2)n1	-0.4	.	-0.9	-1.1	3.0	.	0	0	-1
CN(C)CCn1c2ccccc2c2nc3ccc([N+](=O)[O-])cc3cc21	-0.5	.	-2.9	2.3	-1.4	-0.7	3	15	-33
Cc1cccc(NC(=O)C2CCN(c3ncnc4c3nc3n4CCCCC3)CC2)n1	0.7	-0.2	-3.5	2.4	3.7	0.7	0	1	4
O=C(Nc1cc(Cl)ccc1Cl)N1CCCC1	i	0.2	-1.1	1.1	-2.2	.	-2	3	-2
Cc1ccc(C(=O)Nc2ccccc2C(=O)NC2CCCCC2)cc1S(=O)(=O)N1CCOCC1	i	1.4	-2.6	1.0	-2.1	-1.2	2	3	25
COc1ccccc1NC(=O)CSc1ccc2nnc(-c3ccncc3)n2n1	-0.2	1.1	-0.2	0.0	0.3	3.8	-1	4	-2
O=C(CC(c1ccccc1)c1ccccc1)Nc1ccc(Cl)cn1	.	6.0	-0.5	0.0	0.6	-0.5	0	-1	5
NCCCC[C@H]1CN=C(N)N1CCC12CC3CC(CC(C3)C1)C2	i	0.2	-2.4	1.1	0.8	-3.5	-2	-5	-10
O=[N+]([O-])c1ccc(-c2cnc(NO)nc2)cc1	i	-0.3	-13	.	2.1	-1.1	1	16	3
COc1cccc(NC(=O)CN2C(=O)NC(C)(CCC(C)C)C2=O)c1 (stereo unspecified)	-0.4	0.5	-4.0	1.0	-4.8	0.8	-2	-4	-1
NS(=O)(=O)c1ccc(CNC(=O)C(c2ccccc2)c2ccccc2)cc1	-0.4	-0.4	-1.2	3.1	-0.4	-4.1	3	-9	-8
CCN1CCN(Cc2ccc(NC(=O)c3ccc(C)c(NC(=O)c4csc(-c5ccncc5)n4)c3)cc2C(F)(F)F)CC1	i	-1.1	-5.3	-1.0	1.2	-1.5	3	3	-3
COc1ccc(CN2CCNC(=O)C2CC(=O)N(C)Cc2nccs2)cc1OC (stereo unspecified)	i	0.4	-1.4	0.0	-0.6	-0.2	-1	12	-4

Screening results from PubChem.
